# High-throughput results: PubChem BioAssay, National Center for Advancing Translational Sciences (NCATS)
# Mito fusion act – inhibitors of mitochondrial division or activators of mitochondrial fusion. S. cerevisiae fusion-defective mutant growth rescue, CellTiterGlo 48 h. Potency, µM (doses to about 46.1 µM), for the others: at the highest dose growth rescue (activation), usual class: activators. 320,000 compounds, 0.23% hits;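 also: potency is read from the fitted curve at half-maximal effect; % of control where 0% means no effect; nearly all actives have a fitted effect of over 45% in size; temperature-sensitive fusion mutants such as fzo1-1 at 37 °C on non-fermentable ethanol glycerol medium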
#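 Yeast fusion mutant, YPEG (non-fermentable carbon), compound, 48 h at 37C non-permissive; CellTiterGlo added, 10 min RT, luminescence read. Rescued growth = division inhibition.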
# Menin MLL FP TR – menin-MLL binding inhibition, Texas Red mutant peptide. O00255. Menin + Texas Red MLL mutant peptide, fluorescence polarization. Potency, µM (highest dose often 61.6 µM), for inactives: top-dose FP activity change, negative = inhibition, hits mostly inhibitors. 270,000 compounds, 0.23% hits; active = well fitted inhibition curve with a large enough effect in the polarisation, with a control signal flat, not every such curve was filed as active; inconclusive = small, poorly fitted or top-dose-only effect, or effect the other way, or a change in a side signal; inactive = no such curve, though single readings can be large or run the other way; the % refers to the polarisation; also: potency is read from the fitted curve at half-maximal effect; % of control where 0% means no effect; many of its hits are not listed in these tables
# AT treatment – potential ataxia-telangiectasia treatments restoring KAP-1 phosphorylation | […] A-T fibroblasts, KAP-1 phosphorylation AlphaLISA; neocarzinostatin DNA damage 30 min before lysis | Potency, µM (doses to about 57.5 µM), inactives show top-dose activation, actives largely listed as activators | 320,000 compounds, 0.19% hits | AID 485349; also: potency is read from the fitted curve at half-maximal effect; % of control where 0% means no effect; nearly all actives have a fitted effect of over 45% in size
#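 ATM-like activity read as KAP-1 phosphorylation via AlphaLISA donor/acceptor antibody pairs after lysis and 6 hr at 25C. Cells were ATM-null patient fibroblasts ([…], hTERT), dosed 60 min, then exposed to the DSB inducer NCS for 30 min.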
# TSHR antagonist – antagonists of human thyroid stimulating hormone receptor; 330,000 compounds, 0.2% hits; P16473; TSHR-expressing cells, TSH-stimulated cAMP HTRF, 2 h; hits give low values; activity change, negative = inhibition, % at 11.5 µM;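 active = activity change below a set negative limit, meaning inhibition stronger than a set level, cut at about -70% in these data; inconclusive = activity change between two set negative limits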; also: % is scaled to controls: 0 for no effect and ±100 for the full control effect
# Target sequence (P16473 whole entry, looked up): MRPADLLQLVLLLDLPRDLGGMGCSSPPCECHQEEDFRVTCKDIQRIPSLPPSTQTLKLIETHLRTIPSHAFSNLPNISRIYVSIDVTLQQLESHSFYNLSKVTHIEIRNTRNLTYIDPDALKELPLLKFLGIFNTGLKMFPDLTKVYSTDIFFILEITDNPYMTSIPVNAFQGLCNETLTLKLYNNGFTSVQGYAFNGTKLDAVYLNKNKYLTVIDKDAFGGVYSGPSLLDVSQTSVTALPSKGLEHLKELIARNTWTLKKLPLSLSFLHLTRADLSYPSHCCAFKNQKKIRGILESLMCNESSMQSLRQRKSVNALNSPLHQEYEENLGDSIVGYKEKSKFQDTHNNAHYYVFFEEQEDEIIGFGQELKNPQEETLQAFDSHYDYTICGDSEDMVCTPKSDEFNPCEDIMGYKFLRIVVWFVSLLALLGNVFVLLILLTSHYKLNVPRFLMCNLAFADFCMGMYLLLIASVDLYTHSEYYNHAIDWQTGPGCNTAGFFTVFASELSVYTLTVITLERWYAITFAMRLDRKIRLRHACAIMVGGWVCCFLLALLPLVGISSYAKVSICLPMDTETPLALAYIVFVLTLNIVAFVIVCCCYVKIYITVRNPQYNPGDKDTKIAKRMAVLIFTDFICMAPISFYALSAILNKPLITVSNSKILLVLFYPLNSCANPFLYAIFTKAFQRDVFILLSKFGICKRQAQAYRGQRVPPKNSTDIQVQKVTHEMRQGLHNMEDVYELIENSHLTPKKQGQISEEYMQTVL
#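 Competitive HTRF cAMP read-out (cryptate anti-cAMP antibody, cAMP-d2; 30 min, room temperature) in freshly harvested TSHR cells. Compounds added before TSH at EC80 (4nM final), followed by 2 hours' incubation at 37 deg C.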
# ASM inhibitor – blocks human secretory acid sphingomyelinase; placental ASM, HMU-PC fluorogenic substrate, 60 min; Potency, µM (top dose mostly 57.5 µM), for inactives: at the top dose activity change, negative = inhibition, actives largely listed as inhibitors; P17405; 340,000 compounds, 0.006% hits; AID 504937; also: potency is read from the fitted curve at half-maximal effect
#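 Human placenta-derived ASM preincubated with compound 10 min at room temperature, then reacted with 9 uM (final) fluorogenic HMU-PC substrate for 60 min at 37 C. Stop solution raises pH to 10; fluorescence read at Ex 386/Em 447 nm.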
# a7 integrin act – activators of alpha7 integrin expression for muscular dystrophy. alpha7betagal myoblasts, beta-gal FDG fluorescence, 48 h. 350,000 compounds, 0.064% hits. Potency, µM (series often up to 38.3 µM), for the others: top-dose activation, hits mostly activators;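 also: potency is read from the fitted curve at half-maximal effect; 100% = response of the positive control SU9516; nearly all actives have a fitted effect of over 60% in size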
#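 alpha7betagal+/- myoblasts (passage 13, 250/well) treated 48 h at 37C with compounds at 1:260 dilution of DMSO stock. Lysed, then beta-galactosidase activity read as FDG fluorescence (ex 480/em 540) after 30 min, with pre-read for autofluorescence.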
# PTAP TSG101 blk – blocks PTAP/TSG101 interaction to inhibit HIV-1 budding | Potency, µM (series often up to 115 µM), inactives show top-dose activity change, negative = inhibition, usual class: inhibitors | Q99816 | Fluorescence polarization, FITC-PTAP peptide / Tsg101 binding | AID 493005 | 340,000 tested, under 10 active; active = well fitted inhibition curve with a large enough effect in the main read-out, with a control signal flat, not every such curve was filed as active; inconclusive = small, poorly fitted or top-dose-only effect, or effect the other way, or a change in a side signal; inactive = no such curve, though single readings can be large or run the other way; also: potency is read from the fitted curve at half-maximal effect; % of control where 0% means no effect
#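 Steps: Tsg101 binding domain dispensed (10 uM final), compounds pinned in DMSO, FITC-labeled PTAP-motif peptide added (50 nM final); after 20 min binding at room temperature, polarization measured.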
# MLL CXXC-DNA inh – inhibitors of human MLL CXXC domain-DNA interaction; Q03164; MLL-CXXC / FITC-HOXA9 DNA fluorescence polarization; Potency, µM (series often up to 115 µM), inactives show at the highest dose activity change, negative = inhibition, hits mostly inhibitors; 290,000 compounds, 0.037% hits; AID 2662; active = well fitted inhibition curve with a large enough effect in the polarisation, with a control signal flat, not every such curve was filed as active; inconclusive = small, poorly fitted or top-dose-only effect, or effect the other way, or a change in a side signal; inactive = no such curve, though single readings can be large or run the other way; the % refers to the polarisation; also: potency is read from the fitted curve at half-maximal effect
#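 Purified MLL-CXXC (added from a 7 uM solution) was preincubated 5 min at ambient with pinned compounds in 50 mM Tris-HCl pH 7.5, 50 mM NaCl, 1 mM DTT, 0.05% BSA. Fluorescein-labeled HOX-A9 DNA (50 nM solution) followed, 30 min, then polarization read.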
# TCR activator – activators of T cell receptors; AID 504894; Potency, µM (top dose mostly 9.22 µM), inactives show top-dose activation of IL-2 secretion, usual class: activators; 330,000 tested, under 10 active; primary human leukocytes, anti-CD3, IL-2 HTRF, 48 h; also: % of control where 0% means no effect
#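 Activity was scored as IL-2 release from primary human leukocytes given only a TCR signal (a-CD3 beads) plus compound for 48 hr. Detection used a two-antibody HTRF format read at 665nm.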
# MBNL1-CUG inh – blocks human MBNL1 binding to CUG repeat RNA; AID 2675; 280,000 compounds, 0.036% hits; Potency, µM (top dose mostly 57.5 µM), for the others: at the top dose activity change, negative = inhibition, most hits filed as inhibitors; TR-FRET MBNL1-His/biotin-(CUG)12 binding, 665/545 ratio; Q9NR56; active = well fitted inhibition curve with a large enough effect in the signal ratio, with a control signal flat, not every such curve was filed as active; inconclusive = small, poorly fitted or top-dose-only effect, or effect the other way, or a change in a side signal; inactive = no such curve, though single readings can be large or run the other way; the % refers to the signal ratio; also: potency is read from the fitted curve at half-maximal effect; % is scaled to controls: 0 for no effect and ±100 for the full control effect
#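 His-tagged MBNL1 binding to biotinylated (CUG)12 RNA was measured by TR-FRET using terbium anti-His antibody (0.055 ng/ul final) and streptavidin-XL665 (5 nM final). Compounds were titrated 92 nM to 58 uM; 60 min at room temperature.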
# The depositor's hits bear a star; ? = inconclusive; / = not tested or not shown; & = joins results of further samples; [ ] = remark or other dose. Unless noted, calls follow the shape of the dose curve; as a rule, active = well fitted curve in the direction sought with a large enough effect; inconclusive = small, poorly fitted or top-dose-only effect, or another doubt; inactive = no such curve, though single readings can be large; an effect the other way counts as inactive or inconclusive.
smiles	MBNL1-CUG inh	AT treatment	TSHR antagonist	Mito fusion act	PTAP TSG101 blk	a7 integrin act	TCR activator	Menin MLL FP TR	ASM inhibitor	MLL CXXC-DNA inh
CC(C)[C@H](NC(=O)c1ccccc1Br)C(=O)OCc1nc2ccsc2c(=O)[nH]1	/	-5%	11	0%	-3%	-5%	2%	/	-3%	/
O=C(CSc1cccc(C(F)(F)F)c1)NC(=O)NCc1ccco1	2%	7%	0	-1%	-2%	0%	-3%	?	-2%	12%
Cc1noc(/C=C/N(C)C)c1S(=O)(=O)N1CCCC(C(=O)Nc2ccccc2F)C1 (configuration not stated)	-6%	13%	-9	10%	0%	?	11%	25%	0%	3%
C/C(=N\NC(=O)CSc1nc(C)cc(C)n1)c1cccc([N+](=O)[O-])c1	5%	3%	5	-5%	-3%	18%	-5%[46.1 µM]	1%	0%	7%
CCOc1ccc(CNC(=O)CCC(=O)N2CCSc3ccccc32)cc1	-1%	-9%	4	1%	-3%	11%	-3%	1%	-5%	/
CCN(CC)CCCNCC(=O)Nc1ccc(OC)c(Cl)c1	/	-4%	6	-1%	/	/	/	/	/	4%
COC(=O)CN1C(=O)C(O)(CC(=O)c2ccc(Br)cc2)c2ccccc21 (configuration not stated)	0%	9%	0	0%	-2%	-21%	-4%	10%	-1%	-5%
CSCCC(NC(=O)C12CC3CC(CC(C3)C1)C2)C(=O)OCC(=O)c1ccc(Cl)cc1 (configuration not stated)	-2%	-3%	15	4%	-3%	16%	3%	?	-3%	-10%
CCc1nnc(NS(=O)(=O)c2ccc(N)cc2)s1	8%	-7%	10	2%	1%	/	-13%	2%&0%	4%	-3%&-7%
Cc1cc(Nc2cccc(F)c2)nc(-c2ccccc2O)n1	2%	?	-22	6%	?	0%	3%	?	?	3%
CCOc1ccc2oc(C(=O)OCC(=O)NC3CC3)c(C)c2c1	33%[activator]	0%	-8	0%	-2%	21%	-2%	-7%	0%	3%
COCCOc1cc(NC(=O)CS(=O)(=O)CC(=O)N(C)C)c(Cl)cc1Cl	-14%	-2%	-1	1%	-1%	5%	8%	0%	3%	-7%
Cc1ccc(C(=O)COC(=O)c2cccc(NC(=O)c3ccc([N+](=O)[O-])cc3[N+](=O)[O-])c2)cc1	?	8%	13	-7%	-6%	-34%	3%	7%	-5%	5%
CC(=O)c1ccc(NC(=O)C(C)Nc2ccc(Cl)cc2)cc1 (configuration not stated)	3%	3%	10	-1%	-8%	10%	-1%	?	-1%	1%
Cc1cccc(C(C)(C)C)c1OCCN1CCCC1	-11%	-2%	3	8%	1%	19%	-2%[46.1 µM]	-3%	6%	7%
CCCN(CCC)CCNC(=O)C1c2ccccc2C(=O)N(CCOC)C1c1ccc(F)cc1 (configuration not stated)	3%	-3%	4	-3%	-8%	3%	/	/	0%	3%
CCSC(=O)N(CC)CC(=O)Nc1c(CC)cccc1CC	-5%	-1%	2	-3%	-1%	4%	-5%	0%	7%	-3%
O=C(CCCn1nnnc1CN1CCOCC1)N1CCC(c2ccccc2Cl)C1 (configuration not stated)	-2%	-2%	4	0%	-6%	-12%	2%	/	35%	14%
CCOc1ccc(/C=C2\SC(=S)N(CC(=O)Nc3ccccn3)C2=O)cc1	7%	-2%	5	-3%	-4%	16%	-1%	/	-6%	-3%
O=C1CC[C@@]23CCCN2C(=O)CCCC3C1 (some centres not stated)	/	19%	6	/	-3%	3%	8%[46.1 µM]	-1%[138 µM]	-5%	/
O=S(=O)(c1ccc2ccccc2c1)N1CCN(C(=S)Nc2ccc(F)c(Cl)c2)CC1	/	0%	7	22%	1%	17%	8%	?	-4%	5%
CC1(C)Cc2c(sc(NC(=O)c3ccccc3)c2C(=O)O)CO1	2%	10%	-10	9%	-2%	-22%	-3%	?	2%	5%
COc1ccc(-c2cccc(C3CC=CC4C3C(=O)N(Cc3ccccc3)C4c3ccc(OC)c(Cl)c3)c2)cc1 (configuration not stated)	5%	23%	-1	-3%	/	-28%	-22%	/	6%	-2%
Cc1ccc2nc(NC3=NCN(Cc4cccnc4)CN3)nc(C)c2c1	5%	4%	-7	1%	-9%	-10%	2%	?	3%	-1%
O=C(CCNc1ccc(F)cc1)c1ccco1	5%	-6%	-3	-2%	-1%	-46%[inhibitor]	0%	-18%	0%	72%[activator]

# Continued:
smiles	MBNL1-CUG inh	AT treatment	TSHR antagonist	Mito fusion act	PTAP TSG101 blk	a7 integrin act	TCR activator	Menin MLL FP TR	ASM inhibitor	MLL CXXC-DNA inh
Cc1ccn2cc(-c3ccc(NS(=O)(=O)c4ccccc4)cc3)nc2c1	/	6%	-11	17%	-2%	0%	0%[46.1 µM]	-1%	0%	-2%
Clc1cc(NCc2ccccc2)ncn1	/	-4%	2	2%	-1%	7%	-2%	/	3%	/
CSc1ccc(CN2CCCC(N3CCN(c4ccccc4)CC3)C2)cc1 (configuration not stated)	1%	2%	9	-9%	-1%	-46%[inhibitor]	2%	-14%	-1%	12%
O=C(CC(=O)Nc1ccc(F)cc1F)Nc1ccc(F)cc1F	-4%	-16%	6	6%	-11%	?	-5%	-3%	4%	-6%
COc1ccc(NC(=O)Nc2nc(C)cc(C)n2)c(OC)c1	-9%	-5%	1	0%	-12%	-35%	2%	/	-4%	-2%
CC(=O)NC(CCCNC(=S)NC1CCCCC1)C(=O)O (configuration not stated)	0%	-2%	-5	-6%	0%	-9%	7%	18%	2%	-16%
O=C(Nc1cccc(F)c1)Nc1ccc2c(c1)C(=O)OC2	-10%	14%	-2	0%	2%	-8%	7%	/	-3%	-5%
C/C(=N\NC(=O)c1cc2ccccc2cc1O)c1ccc2c(c1)OCO2	14%	-1%	-12	-2%	-9%	7%	0%	?	-3%	-12%
COc1ccc(NC(=O)c2cc3c(=O)n(C)c4ccccc4c3n2C)cc1OC	-8%	-3%	-4	2%	2%	10%	8%	-6%	?	-23%
O=C(CC1OC(=O)c2ccccc21)NC1CCCCC1 (configuration not stated)	3%	2%	2	-1%	-1%	3%	-1%	16%	0%	-2%
COCC(=O)Nc1c(C(=O)Nc2cccc(OC)c2)oc2ccccc12	3%	-4%	-12	7%	-3%	16%	2%	26%	-7%	-4%
Cc1csc(NC(=O)NC2(C(F)(F)F)Oc3ccccc3O2)n1	-4%	1%	8	-2%	-2%	-42%	/	1%	-2%	-4%
CSc1ccccc1NC(=O)COc1ccccc1Cl	0%	2%	15	3%	-3%	21%	1%	1%	-12%	-6%
O=C(NCc1ccccn1)C1COc2ccccc2O1 (configuration not stated)	7%	16%	-3	-2%	-2%	-1%	5%	10%	-2%	0%
CCOc1ccc(C(=O)COC(=O)c2ccc(-n3cnnn3)cc2)cc1	23%	-3%	9	-1%	-4%	3%	-2%	/	2%	17%
O=C(c1ccccc1)c1n[nH]c(-c2ccccc2)cc1=O	-4%	-4%	-23	4%	0%	0%	-4%	6%	2%	-2%
CCn1c2ccccc2c2nnc(SCN3C(=O)c4ccccc4C3=O)nc21	/	/	/	/	-5%	-9%	2%	/	-4%	/
COC(=O)COc1cccc2c(=O)n(CC(=O)NCc3ccccc3)ccc12	-8%	-9%	-4	-1%	1%	-27%	6%	/	-2%	0%
COC(=O)CSC1=C(C#N)C(=O)NC(c2ccccc2)S1 (configuration not stated)	5%	2%	6	1%	-6%	2%	/	2%	3%	?
O=C(Cc1cccs1)NCc1ccc2c(c1)OCO2	?	1%	/	-7%	-2%	-14%	-3%	12%	0%	1%
Cc1cccc(NS(=O)(=O)c2ccc(C)c(C(=O)N(C)C3CCN(C)CC3)c2)c1	/	7%	-4	1%	-2%	24%	0%	/	0%	/
CCOC(=O)C(C)Sc1nc(=O)n2cc(C)ccc2n1 (configuration not stated)	-8%	-2%	-3	-2%	2%	18%	5%	-7%	0%	2%
CCC1=C(OC(=O)N(CC)CC)N2C(=O)OC(=NCC3CC3)[C@]2(C)[C@H]2C1=CC[C@H]1C(=O)N(CC(=O)OC)C(=O)[C@H]12	-2%	-6%	-4	33%	-11%	-7%	3%	2%	1%	3%

# A portion of the library (hit frequency here may not be typical).
